MEP2 TOR yeast: modulators of TOR pathway MEP2-GFP in S. cerevisiae. S. cerevisiae MEP2-GFP strain, flow cytometry GFP, 3 h; 100% = DMSO control level. GFP response vs DMSO, % at 10 µM. 330,000 compounds, 0.51% hits. AID 2016;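 active = GFP response versus DMSO above a set limit, roughly screen mean plus 3 SD, cut at about 180% in these data; inconclusive = fewer than 70 cells counted for a yeast strain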;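 also: median GFP fluorescence of the barcode-gated MEP2-GFP cells per well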
GRK2 aptamer HTS: blocks RNA aptamer binding to human GRK2; P25098; bead flow cytometry, FAM-aptamer displacement from GRK2; inhibition of aptamer binding, % at 10 µM; 330,000 compounds, 0.59% hits; AID 488847;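 active = inhibition of aptamer binding above 40%, roughly 3 SD of noise, on plates passing a quality check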;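 also: median bead fluorescence of bound FAM aptamer so fluorescent compounds give negative values; no value below 0 was filed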
VLA-4 inh: inhibition in a human VLA-4 binding assay | P13612 | VLA-4 expressing cells, ligand binding flow cytometry | inhibition, % (about 7 µM as worked out from the volumes in the protocol) | 330,000 compounds, 0.2% hits; in the data active = inhibition above about 50%
Target sequence (P13612 whole entry, looked up): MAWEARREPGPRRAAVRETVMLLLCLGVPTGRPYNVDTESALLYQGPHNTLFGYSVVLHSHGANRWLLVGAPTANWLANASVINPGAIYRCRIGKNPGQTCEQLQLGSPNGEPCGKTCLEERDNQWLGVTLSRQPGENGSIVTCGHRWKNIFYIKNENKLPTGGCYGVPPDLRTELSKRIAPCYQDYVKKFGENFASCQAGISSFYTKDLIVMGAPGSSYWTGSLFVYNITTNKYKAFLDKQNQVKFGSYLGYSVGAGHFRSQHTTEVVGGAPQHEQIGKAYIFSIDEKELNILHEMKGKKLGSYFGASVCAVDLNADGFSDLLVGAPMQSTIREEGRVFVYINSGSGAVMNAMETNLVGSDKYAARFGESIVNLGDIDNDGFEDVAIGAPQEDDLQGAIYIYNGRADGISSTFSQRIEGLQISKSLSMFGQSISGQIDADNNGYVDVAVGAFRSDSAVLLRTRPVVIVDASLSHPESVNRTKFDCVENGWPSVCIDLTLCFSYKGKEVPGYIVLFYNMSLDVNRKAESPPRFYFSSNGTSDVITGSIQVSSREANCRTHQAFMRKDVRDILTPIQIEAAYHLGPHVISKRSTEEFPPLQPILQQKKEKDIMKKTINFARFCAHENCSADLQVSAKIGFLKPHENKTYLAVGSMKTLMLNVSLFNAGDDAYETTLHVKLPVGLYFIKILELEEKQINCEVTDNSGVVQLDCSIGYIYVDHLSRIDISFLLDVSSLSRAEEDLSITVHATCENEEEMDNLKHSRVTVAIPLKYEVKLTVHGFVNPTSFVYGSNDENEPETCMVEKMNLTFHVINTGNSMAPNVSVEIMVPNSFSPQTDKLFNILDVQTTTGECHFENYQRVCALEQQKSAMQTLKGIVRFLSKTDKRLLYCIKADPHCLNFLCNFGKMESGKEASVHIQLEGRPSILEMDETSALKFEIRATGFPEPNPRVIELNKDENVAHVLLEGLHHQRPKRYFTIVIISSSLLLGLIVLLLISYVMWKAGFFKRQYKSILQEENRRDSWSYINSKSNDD
RPL19A TOR yeast: yeast TOR pathway RPL19A-GFP modulation; S. cerevisiae RPL19A-GFP strain, flow cytometry, 3 h; hits give low values; percent response vs DMSO, % at 10 µM; 330,000 compounds, 0.3% hits; AID 2025;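 active = percent response vs DMSO below 50%; inconclusive = fewer than 70 events counted for the yeast strain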;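 also: median channel GFP fluorescence of the barcoded RPL19A-GFP strain; ratio of sample median GFP to plate DMSO average so 100% = DMSO; lower means less RPL19A-GFP as with rapamycin TOR inhibition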
LAP4-GFP MLPCN: alters LAP4-GFP fluorescence in TOR pathway yeast screen; S. cerevisiae LAP4-GFP multiplex, flow cytometry GFP, 3 h; median GFP as percent of DMSO wells; GFP response vs DMSO, % at 10 µM; 320,000 compounds, 0.34% hits;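 active = GFP response vs DMSO above a set limit, about the screen mean plus 3 SD, cut at about 150% in these data; inconclusive = under 70 cell events counted for the yeast strain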
AGP1-GFP MLPCN: alters AGP1-GFP fluorescence in TOR pathway yeast screen; S. cerevisiae AGP1-GFP multiplex flow cytometry, 3 h; GFP as percent of DMSO wells; GFP response vs DMSO, % at 10 µM; 320,000 compounds, 0.02% hits; AID 2066;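 active = GFP response relative to DMSO above a set limit, near screen average plus 3 SD, cut at about 150% in these data; inconclusive = fewer than 70 cells counted for the yeast strain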;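 also: median GFP channel fluorescence of the gated AGP1 strain per well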
CIT2-GFP yeast: alters CIT2-GFP fluorescence in TOR pathway yeast screen; S. cerevisiae CIT2-GFP strain, flow cytometry, 3 h; 100 means same as DMSO wells; GFP response vs DMSO, % at 10 µM; 320,000 compounds, 0.065% hits;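 active = GFP response relative to DMSO above a set limit, near the screen mean plus 3 SD, cut at about 150% in these data; inconclusive = Fewer than 70 cells measured for a yeast strain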;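 also: ratio of well median GFP fluorescence to mean of DMSO wells on the plate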
JMJD2C inh: inhibitors of human GASC-1 (JMJD2C) demethylase. Q9H3R0. GST-JMJD2C(1-420) H3K9me3 demethylation, DELFIA europium. inhibition, % at 2.35 µM. 330,000 compounds, 0.069% hits. AID 2099;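 active = more than half of a compound's replicate wells show inhibition beyond 50%, single wells judged on their own value; inconclusive = some, but no more than half, of replicates pass 50% inhibition; inactive = no replicate passes 50% inhibition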;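 also: signal counts dimethyl H3K9 product captured on neutravidin plate; 0% = median of DMSO wells and 100% = 0.3 times that DMSO median; strong numbers were not always called active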
An asterisk follows results filed as active; ? = inconclusive; . = no result given; [ ] = another dose, or the depositor's remark.

Compound	MEP2 TOR yeast	GRK2 aptamer HTS	VLA-4 inh	RPL19A TOR yeast	LAP4-GFP MLPCN	AGP1-GFP MLPCN	CIT2-GFP yeast	JMJD2C inh
S=c1nc(C2COc3ccccc3O2)[nH][nH]1 (centres undefined)	97.8	0.0	2.9	90.5	85.8	91.2	.	8.1
O=C1CCC([N+](=O)[O-])C(c2cc3c(cc2Cl)OCO3)N1 (centres undefined)	108.0	3.0	-7.2	106.6	97.7	110.0	107.0	5.9
O=C(CSc1ncnc2c1oc1ccccc12)Nc1cccc(Cl)c1	222.6*[may fluoresce violet]	0.0	-4.3	60.4[may fluoresce violet]	104.7[may fluoresce violet]	?	?	-3.0
OC(COc1ccccc1)Cn1cc(Br)cn1 (centres undefined)	104.3	0.0	13.3	101.7	93.3	103.4	.	-67.9
N=C1C(c2nc3ccccc3[nH]2)=C(O)CN1c1ccc(F)cc1	103.4	1.0	-13.5	99.3	131.1	104.3	109.6	16.0
CCc1c(C)nc(SCC(=O)CC(=O)OC(C)C)c(C#N)c1C	91.7	3.0	13.3	90.6	.	89.2	88.5	2.9
CCOC(=O)c1c(NC(=O)CSc2nnc(C)s2)sc2c1CCN(C)C2	94.3	0.0	-2.8	91.6	95.7	.	92.4	-20.8
COc1ccc(C(=O)NCCc2nnc3ccc(SCC(=O)N4CCCCC4)nn23)cc1	96.7	4.0	13.8	94.4	95.8	96.7	92.3	-9.3
Clc1cccc(OCCCCN2CCCCC2)c1	103.7	0.0	14.2	95.9	95.0	101.7	101.9	-7.7
NC(=O)Cn1cc(/C=N\NS(=O)(=O)c2ccc(Cl)cc2)c2ccccc21	98.1	3.0	12.3	109.8	95.1	105.7	106.2	26.3
COc1ccc(CNC(=O)Cc2cn(C)c3ccccc23)c(OC)c1	100.7	0.0	2.2	96.2	104.7	95.6	96.2	8.7
CCN(C(=O)N(CC)c1ccccc1)c1ccccc1	100.5	0.0	20.4	100.0	105.3	104.5	102.1	4.3
Cc1ccc(S(=O)(=O)Nc2c(C)n(C)n(-c3ccccc3)c2=O)cc1C(=O)OCC(=O)N1CCCC(C)C1 (centres undefined)	89.6	3.0	-11.9	88.4	105.9	96.9	90.8	3.1
Cc1cc(C)c2c3c(cn2n1)c(=O)n(C)c(=O)n3C	93.6	3.0	34.5	101.1	107.7	102.5	106.3	-34.1
O=C(O)C1CCCCC1C(=O)Nc1ccccc1Cl (centres undefined)	100.3	5.0	-4.1	98.6	108.2	101.3	98.4	-0.4
CC(C)COc1ccc(N)cc1OCC(C)C	111.2	0.0	5.9	99.4	108.2	115.1	107.5	69.9
CCn1c(C)c(C)c2cc(C(=O)NCCN3CCCCCC3)ccc21	99.0	0.0	-11.7	97.1	90.2	98.3	99.5	-12.6
CCOc1ccc(NC(=O)CCN2CCN(S(=O)(=O)c3ccc(F)cc3)CC2)cc1	106.1	2.0	0.6	97.3	102.3	97.7	104.7	7.9
NS(=O)(=O)c1ccc(-c2ccc(C=C3C(=O)c4ccccc4C3=O)o2)cc1	96.1	0.0	17.2	104.2	107.4	93.0	77.2	0.8
COc1cc(-c2noc(C3CCCN(C(=O)c4c(F)cccc4F)C3)n2)cc(OC)c1OC (centres undefined)	109.9	1.0	8.9	103.7	89.3	98.8	105.8	3.8
Cc1ccc(NC(=O)N2CCCC2C(=O)Nc2c(C)cc(C)cc2C)cc1 (centres undefined)	98.5	0.0	-5.6	97.3	91.2	96.7	100.8	-5.0
NS(=O)(=O)c1ccc(N/N=C/c2ccc[nH]2)c([N+](=O)[O-])c1	105.3	1.0	-2.0	97.6	104.5	106.0	102.4	14.6
Cc1sc2nc(SCC(=O)N3CCN(CCO)CC3)n(-c3ccccc3)c(=O)c2c1C	102.9	0.0	14.4	99.7	98.6	97.8	99.0	7.6
O=c1cc(CN2CCN(c3ccccc3)CC2)nc2scc(-c3ccccc3)n12	111.2	3.0	3.6	103.3	96.9	108.7	101.1	-8.0
O=[N+]([O-])c1ccccc1S(=O)(=O)N1CCN(Cc2ccc3c(c2)OCO3)CC1	90.5	1.0	6.5	87.0	85.8	86.8	.	41.2
CN1/C(=C/C=N/n2cnnc2)C(C)(C)c2ccccc21	92.6	3.0	-194.2	90.7	88.5	88.8	98.3	-4.5
C=CCNC(=O)c1c2c(nc3ccccc13)-c1ccccc1CC2	96.5	0.0	4.3	92.0	94.8	95.1	97.3	-0.7
Cc1ccc([N+](=O)[O-])cc1S(=O)(=O)NCCc1cn2ccccc2n1	99.1	0.0	1.8	96.3	107.3	104.2	90.3	1.5
CCC1CN(C(=O)N2CCC(C(=O)NCc3ccco3)CC2)c2cc(C)ccc2O1 (centres undefined)	109.5	0.0	-1.3	100.6	104.6	101.0	101.5	-3.5
O=C(O)C1CC1C(=O)Nc1nc2c(Cl)cccc2s1 (centres undefined)	108.5	16.0	-0.1	103.6	87.9	94.0	100.7	-16.8
CCOC(=O)c1nn(-c2ccccc2)c2nnc(Cc3ccc(Cl)cc3)c(=O)n12	98.3	8.0	13.8	96.5	107.6	105.5	100.1	-3.5
COc1cccc(C(=O)OCCN(C)C(C)(C)C)c1	105.7	2.0	1.9	101.0	98.1	102.5	98.6	6.5
O=C(C1CCCN(S(=O)(=O)c2cccc3cccnc23)C1)N1CCc2ccccc21 (centres undefined)	108.7	2.0	-3.8	102.0	102.9	103.3	92.0	-5.0
COc1ccc(-c2csc3ncnc(N4CCN(S(=O)(=O)c5ccc(C)cc5)CC4)c23)cc1	96.0	1.0	-2.4	98.8	117.6	108.4	90.3	4.6
COc1cc(Cl)c(C)cc1NC(=O)CN(C)Cc1cccc(OC)c1OC	94.2	0.0	-0.7	100.3	93.5	105.2	99.9	2.8
O=C1CCN(Cc2ccc(Cl)cc2)N1	103.5	0.0	-23.5	100.7	91.9	103.4	100.3	-17.6
O=C(NCCc1ccccc1)/C(=C/c1ccco1)c1ccccc1	103.4	0.0	-4.5	100.3	88.0	92.2	90.8	-2.5
Cc1ccc(C2OC(=O)C=C2c2ccccc2)cc1 (centres undefined)	98.7	2.0	7.9	94.3	97.0	100.1	87.2	-2.7
CCOc1ccc(NC(=O)c2ccc(NC(=O)C3CCCO3)cc2)cc1 (centres undefined)	102.7	2.0	6.1	91.5	84.8	87.2	93.0	-18.1
Cc1cccn2c(=O)c(C(=O)NC3CCCCC3)c(O)nc12	89.2	0.0	-16.4	102.9	97.9	101.9	83.7	-0.8
COC(=O)c1cc(C(=O)OCC(=O)NC(=O)c2ccccc2)cc([N+](=O)[O-])c1	106.3	0.0	5.0	101.6	105.1	110.7	103.8	5.6
CCOC(=O)c1c(NC(=O)CSc2nnc(-c3ccccc3)o2)sc(C(C)=O)c1C	98.0	2.0	3.4	97.9	108.1	100.8	92.7	-181.6
O=C(O)C1CCN(C(=O)c2ccccc2C(=O)N2CCC(C(=O)O)CC2)CC1	95.2	3.0	-10.3	98.0	97.2	103.7	104.6	-14.5
Cc1ccc(NC(=O)Cn2nc(C)c3ccccc3c2=O)c(C)c1	93.7	0.0	0.8	92.1	96.1	94.5	95.8	1.1
CNC(=O)C(C)c1ncc(C(F)(F)F)cc1Cl (centres undefined)	99.6	2.0	-3.0	106.0	100.1	108.5	109.8	-15.5
CCSc1nnc(NC(=O)C(Cc2ccccc2)n2cccc2)s1 (centres undefined)	94.3	3.0	25.4	96.6	98.1	95.9	99.8	-7.8
NC(=O)C(c1ccc(Sc2ccccc2)nn1)c1ccc(Cl)cc1Cl (centres undefined)	101.2	1.0	15.7	97.3	92.8	91.6	90.7	-1.1
Cc1cc(C)cc(Nc2nc3c([nH]2)c(=O)n(C)c(=O)n3C)c1	99.4	1.0	8.3	102.3	98.5	104.2	99.8	-12.6
Cc1ccc(CONC(=O)c2ccc([N+](=O)[O-])cc2)cc1	90.8	0.0	-6.7	89.3	103.8	91.1	83.6	13.9
O=C(NCCc1ccc(Cl)cc1Cl)c1cc([N+](=O)[O-])c[nH]c1=O	107.0	3.0	0.8	110.5	96.7	104.1	101.5	5.7

The list goes on:
Compound	MEP2 TOR yeast	GRK2 aptamer HTS	VLA-4 inh	RPL19A TOR yeast	LAP4-GFP MLPCN	AGP1-GFP MLPCN	CIT2-GFP yeast	JMJD2C inh
Cc1cc2ncn(C(=O)c3ccc(F)cc3)c2cc1C	99.6	0.0	11.2	99.5	108.2	94.5	95.0	-7.6
CCCNC(=O)COc1coc(CN2CCN(c3cccc(Cl)c3)CC2)cc1=O	90.4	1.0	3.3	97.4	95.3	100.4	94.1	15.2
COc1ccc2nc(SCC(=O)N(C)C3CCCCC3)[nH]c2c1	90.1	0.0	2.1	92.8	104.7	94.7	86.2	2.8
CCCCOc1cccc(OCCCC)c1C(=O)Nc1cc(C)on1	91.8	3.0	7.5	87.8	90.0	88.5	82.9	66.3
COC(=O)c1ccc(C2C3=C(Nc4nnnn42)c2ccccc2OC3)cc1 (centres undefined)	100.2	0.0	10.8	98.9	99.7	94.0	96.4	0.6
COc1ccccc1NC(=O)CN1CCN(CC(=O)Nc2ccc(C)c(F)c2)CC1	109.7	0.0	8.7	104.8	98.8	102.6	106.3	-3.2
CC(C)N1CCN(Cc2cccc3nonc23)CC1CCO (centres undefined)	101.4	0.0	11.5	102.1	99.8	104.4	111.0	10.9
Cc1ccc(C(C(=O)NC(C)(C)C)N(Cc2cccs2)C(=O)c2ccc3c(c2)OCCO3)cc1 (centres undefined)	99.7	3.0	-4.1	99.6	95.5	97.8	97.2	2.8
CCC[C@H]1COCCS(=O)(=O)N1Cc1ccc(Br)cc1	98.7	0.0	-4.5	101.5	96.0	102.6	100.6	-7.4
Cc1ccccc1NC(=O)c1cccc(NC(=O)c2ccco2)c1	102.8	1.0	-14.7	103.2	92.1	103.2	105.3	-4.8
COC(=O)c1ccc(NC(=O)c2ccc(CN3CCOCC3)cc2)cc1	95.8	3.0	2.8	92.5	97.4	93.7	93.8	?
COc1cc(OC)cc(C(=O)NCCNC(=O)c2ccccc2)c1	105.9	0.0	5.5	100.8	98.6	100.3	96.0	3.7
Cn1c2c(c(=O)n(C)c1=O)C(c1ccc(F)cc1)C(C#N)=C(N)O2 (centres undefined)	104.6	0.0	14.9	105.3	110.5	110.5	98.0	11.9
COc1ccnc2c1c(=O)n(Cc1cccc(F)c1)c(=O)n2C	104.7	0.0	-3.7	96.5	109.6	112.5	105.2	4.1
COc1ccc(S(=O)(=O)NNC(=O)c2cccs2)cc1	120.2	1.0	13.1	103.1	105.0	103.5	102.3	2.2
CCOC(=O)C1(CCCCCCOc2ccc(Cl)cc2)CO1 (centres undefined)	101.7	0.0	29.2	103.1	108.4	106.7	104.0	-4.8
Nc1cc(N)nc(SCC(=O)Nc2ccc3c(c2)OCO3)n1	99.1	2.0	0.2	98.2	88.9	100.3	106.0	-45.1
CCCCn1c(SCC(N)=O)nc2ccc(N3CCOCC3)cc2c1=O	103.6	0.0	-6.2	96.0	104.1	100.3	105.4	-0.9
CCn1c(SCC(=O)N/N=C/c2ccc(C)s2)nc2ccccc21	98.3	0.0	7.9	96.8	100.6	95.0	93.1	-3.5

Source: PubChem BioAssay (several laboratories)
